Screening results from PubChem BioAssay.
ELG1 DNA repair: ELG1-dependent DNA repair inhibition. AID 504467. Potency, µM (highest dose often 46.1 µM), for the others: top-dose activity change, negative = inhibition, usual class: inhibitors. HEK293T ELG1-luciferase reporter, luminescence, 16 h; DNA damage induced by 5-fluorouridine. actives 2.3% (n = 330,000); also: potency is read from the fitted curve at half-maximal effect; % is scaled to controls: 0 for no effect and ±100 for the full control effect; nearly all actives have a fitted effect of over 55% in size
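DMSO vehicle served as the neutral condition. Each well held 2,000 cells given 5-fluorouridine plus compound; after 16 hr at 37 °C/5% CO2, ONE-Glo was added and luciferase measured 30 min later.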
Mito fusion yeast: blocks mitochondrial division or promotes mitochondrial fusion; actives 0.23% (n = 320,000); Potency, µM (titrated, usually from 46.1 µM), for the others: at the highest dose growth rescue (activation), usual class: activators; S. cerevisiae fusion-defective mutant growth rescue, CellTiterGlo 48 h; AID 485298;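 also: potency is read from the fitted curve at half-maximal effect; % of control where 0% means no effect; nearly all actives have a fitted effect of over 45% in size; temperature-sensitive fusion mutants such as fzo1-1 at 37 °C on non-fermentable ethanol glycerol medium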
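Temperature-sensitive fusion-defective S. cerevisiae (e.g. fzo1-1, mgm1-5) were grown with compound in YPEG medium (3% ethanol, 3% glycerol) for 48 hours at 37C. Growth rescue was measured as viability by CellTiterGlo luminescence after 10 minutes at ambient.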
hERG WT inh: blocks the wildtype human KCNH2 potassium channel | actives 0.37% (n = 340,000) | Q12809 | activity change, % at 1.84 µM | AID 720551 | U2OS, BacMam KCNH2, thallium flux FluxOr; stronger effect = lower value;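 active = maximum activity change below -70%; inconclusive = maximum activity change between -70% and -50%; inactive = maximum activity change above -50%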; also: % is scaled to controls: 0 for no effect and ±100 for the full control effect
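U2OS cells transduced with wild-type KCNH2 virus are loaded with FluxOr dye for 45 min, and thallium flux is measured in kinetic reads before and after stimulation buffer. Rate constants are normalized to DMSO controls.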
TSHR antagonist: antagonists of human thyroid stimulating hormone receptor | AID 504810 | actives 0.2% (n = 330,000) | TSHR-expressing cells, TSH-stimulated cAMP HTRF, 2 h; stronger effect = lower value | activity change, negative = inhibition, % at 11.5 µM | P16473;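 active = activity change below a set negative limit, meaning inhibition stronger than a set level, cut at about -70% in these data; inconclusive = activity change between two set negative limits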; also: % is scaled to controls: 0 for no effect and ±100 for the full control effect
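Read-out is FRET at 665 nm (cryptate excitation 337 nm) from a cryptate-tagged anti-cAMP antibody, competed by cell cAMP against cAMP-d2. Compounds are tested on freshly harvested TSHR cells challenged with 4nM TSH (EC80) for 2 hours at 37 deg C.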
KCNH2 3.1 block: inhibitors of human KCNH2 3.1 potassium channel isoform. activity change, % (tested at about 1.8 µM). actives 0.95% (n = 340,000). U2OS KCNH2 3.1, thallium flux FluxOr; stronger effect = lower value;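 active = maximum activity change below -70%; inconclusive = maximum activity change from -70% to -50%; inactive = maximum activity change above -50%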;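 also: thallium influx rate constant from kinetic fluorescence after stimulation buffer; % is scaled to controls: 0 for no effect and ±100 for the full control effect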
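Measured as rate of thallium-driven FluxOr signal in transduced U2OS cells carrying the 3.1 channel, read kinetically for 2 min upon stimulation; values are rate constants scaled to DMSO control wells.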
Eya2 inh: inhibitors of human Eya2 phosphatase activity; recombinant Eya2, OMFP fluorescence dephosphorylation (OMFP is methylfluorescein phosphate); Potency, µM (doses to about 76.9 µM), inactives show top-dose activity, negative = inhibition, usual class: inhibitors; actives 0.006% (n = 330,000); AID 488837; also: potency is read from the fitted curve at half-maximal effect; % is scaled to controls: 0 for no effect and ±100 for the full control effect
Target sequence (O00167 whole entry, looked up): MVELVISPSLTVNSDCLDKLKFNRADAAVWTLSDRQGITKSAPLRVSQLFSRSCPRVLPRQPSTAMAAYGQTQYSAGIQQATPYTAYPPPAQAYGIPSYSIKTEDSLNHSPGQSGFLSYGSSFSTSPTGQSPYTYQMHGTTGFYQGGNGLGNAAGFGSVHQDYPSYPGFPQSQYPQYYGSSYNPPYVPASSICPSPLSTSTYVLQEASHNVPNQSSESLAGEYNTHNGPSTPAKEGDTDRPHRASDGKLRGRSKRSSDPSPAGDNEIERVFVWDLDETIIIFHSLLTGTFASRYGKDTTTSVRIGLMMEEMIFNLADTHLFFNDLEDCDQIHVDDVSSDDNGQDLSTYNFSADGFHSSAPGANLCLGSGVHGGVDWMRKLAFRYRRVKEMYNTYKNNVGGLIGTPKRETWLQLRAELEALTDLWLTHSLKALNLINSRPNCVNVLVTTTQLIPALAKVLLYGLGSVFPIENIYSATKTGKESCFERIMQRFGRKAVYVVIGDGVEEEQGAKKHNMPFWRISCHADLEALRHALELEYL
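Eya2 (0.2 uM) preincubated 10 min at ambient with compound, then OMFP substrate added at 50 uM; 10 min reaction in 50 mM HEPES pH 7.5, 50 mM NaCl, 5 uM MgCl2, 0.05% BSA, 1 mM DTT. Fluorescence read at Ex 485/Em 525 nm.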
TCR activator: activates T cell receptor signaling; primary human leukocytes, anti-CD3, IL-2 HTRF, 48 h; Potency, µM (series often up to 9.22 µM), inactives show at the top dose activation of IL-2 secretion, hits mostly activators; 330,000 tested, under 10 active; AID 504894; also: % of control where 0% means no effect
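IL-2 release read by HTRF sandwich (Eu cryptate donor, d2 acceptor, 665 nm emission) after 48 hr exposure of primary human leukocytes to compound together with anti-CD3 beads in the absence of co-stimulatory signals.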
A-T KAP1 phos: potential ataxia-telangiectasia treatment | Potency, µM (doses to about 57.5 µM), for the others: at the top dose activation, usual class: activators | actives 0.19% (n = 320,000) | […] A-T fibroblasts, KAP-1 phosphorylation AlphaLISA; neocarzinostatin DNA damage 30 min before lysis; also: potency is read from the fitted curve at half-maximal effect; % of control where 0% means no effect; nearly all actives have a fitted effect of over 45% in size
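ATM-like activity read as KAP-1 phosphorylation via AlphaLISA donor/acceptor antibody pairs after lysis and 6 hr at 25C. Cells were ATM-null patient fibroblasts ([…], hTERT), dosed 60 min, then exposed to the DSB inducer NCS for 30 min.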
USP2a inh: blocks human ubiquitin-specific protease USP2a; O75604; USP2 core, Ub-CHOP2 coupled fluorogenic reporter, 485/531; Potency, µM (highest dose often 38.3 µM), for the others: at the top dose activity change, negative = inhibition, usual class: inhibitors; actives 0.01% (n = 330,000);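 also: potency is read from the fitted curve at half-maximal effect; plate controls were DMSO wells for no effect and full inhibition by NEM control for full effect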
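USP2 core (10nM final) preincubated 30min RT with compound in 20mM Tris-HCl pH 8.0, 2mM CaCl2, 2mM beta-mercaptoethanol, 0.05% CHAPS; 25nM Ub-CHOP2 plus 25nM reporter substrate added, fluorescence (Ex485/Em531) read after 60min.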
TRPV1 ag: human TRPV1 agonism | TRPV1-expressing cells, Fluo-8 calcium influx, agonist mode | activation, % at 8.33 µM | actives 0.19% (n = 320,000); in the data active = activation above about 80%; inconclusive = between about 30% and that limit; also: 0% is about no effect
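Fluo-8 calcium influx in TRPV1-expressing cells, kinetic read (ex 480/em 520 nm). Compound added and read 3 min for agonist activity, followed by capsaicin at EC20 final and 2 min further read for enhancement.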
Numbers without * were called inactive; ? = inconclusive; · = no result given; [ ] = dose if it differs, or a comment. Unless noted, calls follow the shape of the dose curve; as a rule, active = well fitted curve in the direction sought with a large enough effect; inconclusive = small, poorly fitted or top-dose-only effect, or another doubt; inactive = no such curve, though single readings can be large; an effect the other way counts as inactive or inconclusive. Not all compounds are listed; rates above refer to the full screens.

SMILES	ELG1 DNA repair	Mito fusion yeast	hERG WT inh	TSHR antagonist	KCNH2 3.1 block	Eya2 inh	TCR activator	A-T KAP1 phos	USP2a inh	TRPV1 ag
O=C(CCN1CCCC1)Nc1cccc(Br)c1	0%	-4%	13	6	-9	-1%	-4%	-2%	-2%	2
CCOc1ccc(/C=C/C(=O)Nc2ccc(C(N)=O)cc2)cc1OC	15%	3%	0	6	3	-5%	1%[46.1 µM]	-1%	0%	?
Cc1cccc(NCc2ccc(Br)cc2)n1	21%	-9%	-7	-8	2	-23%	2%	1%	3%	3
O=C(COC(=O)c1cccc(-n2cnnn2)c1)c1ccccc1	?	-2%	4	-8	-11	3%	-9%	-1%	0%	1
Cc1cc(C)nc(NNS(=O)(=O)c2ccc(Cl)cc2)n1	0%	·	6	4	4	-9%	4%	4%	-1%	·
CCOc1ccc(C2CC(c3ccc(CC)cc3)n3nc(N)nc3N2)cc1 (stereo not drawn)	-5%	-7%	-3	0	5	-27%	1%	26%	-1%	-4
O=C(CSc1nc2ccccc2n1Cc1ccccc1)N/N=C/c1ccccc1C(=O)O	13%	-1%	-4	-10	10	6%	1%	-9%	0%	3
CC1CCCN(C(=O)CCNC(=O)Cn2cnc3ccccc3c2=O)C1 (stereo not drawn)	1%	-3%	-1	-6	9	10%	-2%	4%	-1%	2
O=C(c1ccccc1)N1CCN(S(=O)(=O)c2cccs2)CC1	1%	2%	-36	6	10	3%	-5%	11%	-2%	1
NC(=O)c1ccccc1OCC(=O)Nc1cccnc1Cl	?	0%	9	14	-17	15%	-11%	4%	2%	-3
CCn1c(=O)c([N+](=O)[O-])c(N2CCN(Cc3ccc4c(c3)OCO4)CC2)c2ccccc21	15µM*	-1%	5	-12	-34	?	-2%	-9%	1%	7
O=Cc1c(N2CCCCCC2)nc2ccccn2c1=O	-1%	-4%	-18	8	-7	0%	7%	·	1%	-4
O=S(=O)(NC1CCCCC1Sc1ncccn1)c1ccc(Cl)cc1 (stereo not drawn)	0%	6%	4	26	8	-2%	0%[46.1 µM]	2%	-2%	16
CS(=O)(=O)NCCOc1ccc(S(=O)(=O)N2CCCc3ccccc32)cc1	-14%	-2%	-10	8	1	11%	2%	3%	1%	5
Cc1oc(C(=O)O)cc1CSCc1ccoc1C(=O)O	13%	6%	7	2	-2	14%	-53%	-4%	-1%	-2
COc1ccc(N2C(=O)CSC2c2ccccc2)cc1 (stereo not drawn)	0%	7%	-8	-3	9	-2%	-4%	4%	2%	-3
O=C(CN1C(=O)COc2ccc(S(=O)(=O)N3CCOCC3)cc21)NCc1ccccn1	4%	-4%	2	13	-11	-3%	-9%	29%	-2%	-2
COc1cc2ncnc(NCCCN3CCOCC3)c2cc1OC	11%	-6%	10	7	-79*	-18%	-53%	-14%	-1%	3
COc1cccc(Oc2ccc(C(F)(F)F)cc2NC(=O)CN2C(=O)NC3(CCCC3)C2=O)c1	0%	·	2	·	-2	-26%	-5%	3%	-7%	·
CCOc1ccc(S(=O)(=O)Nc2ccc(C(=O)N3CCCC3)cc2)cc1	3%	1%	11	10	16	-4%	-7%	-3%	1%	-3
COc1ccc(C(O)Cn2ccsc2=NC(C)=O)cc1 (stereo not drawn)	9%	0%	-4	-2	-10	6%	-47%	3%	-1%	-1
COc1ccc(NC(=O)CN(C)C(=O)c2ccc(-c3ccccc3Cl)o2)cc1	10%	0%	3	-2	16	-1%	10%	-1%	1%	?
O=C(CN1CCN(S(=O)(=O)c2ccc(F)cc2)CC1)Nc1ccc(Cl)c(C(F)(F)F)c1	?	19%	-1	-25	-14	2%	7%	-1%	4%	4
CCOC(=O)c1sc2nc(NC(=O)COc3ccccc3)sc2c1C	14%	-1%	19	2	-6	-13%	10%	-44%[inhibitor]	1%	·
COc1cccc2c(Nc3ccccc3C)cc(C)nc12	-10%	1%	-3	-3	-5	-3%	·	10%	1%	12
CCNC(=O)N1CCOCC1	0%	0%	8	8	18	-19%	2%	4%	-2%	1
COc1ccc(N2CCN(C(=O)c3cc(N4C(=O)C5C6CCC(C6)C5C4=O)ccc3Cl)CC2)cc1 (stereo not drawn)	?	-1%	-1	17	-8	-11%	-3%[46.1 µM]	-10%	0%	11
COC(=O)c1cc(-n2cccc2)ccc1N1CCOCC1	11%	-2%	1	-1	-9	6%	-7%	-6%	1%	7
CC(C)N1C(=O)CC(Nc2cccc3cccc(N)c23)C1=O (stereo not drawn)	?	-1%	-2	-9	-4	-7%	7%	2%	-1%	-1
COc1ccccc1-n1c(CNC(=O)c2ccc(S(=O)(=O)N3CCOCC3)cc2)n[nH]c1=S	7%	5%	-2	-3	-7	16%	-3%	·	-8%	-3
COc1ccc(CCNC(=O)CSc2nnc(-c3ccccc3)o2)cc1OC	-3%	-9%	-11	0	-19	-1%	-5%	-2%	-1%	-2
Cc1cccc(C(=O)Nc2ccc(O)cc2)c1	?	-5%	4	7	5	-4%	2%	8%	1%	?
COc1ccccc1NC(=O)COC(=O)c1cnccn1	18%	-3%	-10	0	3	9%	3%	5%	2%	-2
O=C(CSc1nc2nn(-c3ccccc3)c(=O)c-2c2n1CCCCC2)Nc1ccc(F)c(F)c1	?	·	3	-8	-9	-22%	-6%[46.1 µM]	-3%	-1%	·
COC(=O)c1cc2occc2n1Cc1nc(-c2ccc(Cl)cc2)oc1C	7%	0%	-6	-2	-20	5%	-1%	-2%	2%	0
COc1cc(CC(=O)OCC(=O)NCc2cccs2)cc(OC)c1OC	?	·	-4	·	-2	10%	0%	13%	5%	·
COC(C[C@H]1O[C@@H]1[C@H](O)COCc1ccccc1)OC	8%	-5%	-1	6	-9	-14%	2%	-10%	-11%	-13
Cc1ccc2oc(Nc3nc(-c4ccccc4)cc(=O)[nH]3)nc2c1	?	-11%	-4	-1	-45	0%	16%	4%	4%	1
Cc1ccc(NC(=O)C2CCC(CNC(=O)[C@@H]3Cc4ccccc4CN3)CC2)cc1 (stereo partly drawn)	9%	0%	-7	-6	4	15%	-4%	-4%	3%	11
CCOC(=O)c1ccc(N(C(=O)CNC(=O)c2ccco2)C(C(=O)NCC2CCCO2)c2ccc(OC)c(OC)c2)cc1 (stereo not drawn)	24%	-40%[inhibitor]	10	17	8	7%	1%	-8%	9%	-2
COc1ccc(Cl)c(OC)c1C(=O)NC(=O)Nc1nc(C)nc(C)n1	0%	1%	2	36	2	-13%	0%	0%	2%	-2
CSc1nc(Sc2ccccc2Cl)c2ccccc2n1	-12%	14%	20	-8	11	6%	-1%	2%	4%	9
CCn1nnc(NC(=O)C(C)Oc2ccc(Cl)cc2Cl)n1 (stereo not drawn)	-3%	-4%	2	5	-3	15%	-11%	23%	6%	2
CCOc1ccc(C=NCC(O)c2ccccc2)cc1 (stereo not drawn)	-3%	-2%	-2	2	-5	-8%	-12%	0%	4%	-2
COC(=O)c1cc(CC(=O)c2ccc(O)cc2O)c(C)o1	?	2%	-13	13	10	0%	·	-6%	5%	-2
CC(C)c1c(C(=O)N/N=C/c2cccnc2)nnn1-c1nonc1N	-3%	-6%	0	4	0	-8%	-1%	1%	1%	16
CCCN=CC1=C(O)CC(c2ccccc2)CC1=O (stereo not drawn)	7%	-2%	2	7	-9	4%	1%[46.1 µM]	·	1%	3
CCC(C)(C(=O)NC1CCCC1)N(C(C)=O)c1ccc(C)cc1 (stereo not drawn)	-1%	1%	-11	3	2	1%	-9%	0%	5%	-1

Given with values under each structure: entries from further up
Results follow in this order: ELG1 DNA repair | Mito fusion yeast | hERG WT inh | TSHR antagonist | KCNH2 3.1 block | Eya2 inh | TCR activator | A-T KAP1 phos | USP2a inh | TRPV1 ag
- COC(=O)c1cc(CC(=O)c2ccc(O)cc2O)c(C)o1
 : ? | 2% | -13 | 13 | 10 | 0% | · | -6% | 5% | -2
- CC(C)c1c(C(=O)N/N=C/c2cccnc2)nnn1-c1nonc1N
 : -3% | -6% | 0 | 4 | 0 | -8% | -1% | 1% | 1% | 16
- CCCN=CC1=C(O)CC(c2ccccc2)CC1=O (stereo not drawn)
 : 7% | -2% | 2 | 7 | -9 | 4% | 1%[46.1 µM] | · | 1% | 3

(list continues)
SMILES	ELG1 DNA repair	Mito fusion yeast	hERG WT inh	TSHR antagonist	KCNH2 3.1 block	Eya2 inh	TCR activator	A-T KAP1 phos	USP2a inh	TRPV1 ag
COc1cc([N+](=O)[O-])cc(/C=N/NC(=O)Cn2nccc2C)c1O	-17%	-4%	-5	-7	-5	2%	-6%	-8%	1%	-4
O=C(COC(=O)CC1CC2CCC1C2)Nc1cc([N+](=O)[O-])ccc1F (stereo not drawn)	0%	3%	17	3	-10	1%	8%	-12%	-1%	22
CN(C)C1=NC[C@H](Cc2ccccc2)N1CCCC1CCCCC1	4%	-13%	-44	1	?	-16%	-3%	11%	-3%	-2
CCN(CC)S(=O)(=O)c1ccc(C(=O)NCc2cccs2)cc1	·	-6%	1	·	3	·	6%	·	·	27
